STK33 kinase inh – inhibitors of purified STK33 kinase, primary screen, biochemical, ADP-Glo luminescence, homogeneous, cell-free. AID 2661, 2010. MBP phosphorylation. inhibition, % at 10 µM. actives 0.073% (n = 320,000);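 active means inhibition at or above 25%, using the most active replicate where run in duplicate; inactive means inhibition below 25%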
Target sequence (Q9BYT3 whole entry, looked up): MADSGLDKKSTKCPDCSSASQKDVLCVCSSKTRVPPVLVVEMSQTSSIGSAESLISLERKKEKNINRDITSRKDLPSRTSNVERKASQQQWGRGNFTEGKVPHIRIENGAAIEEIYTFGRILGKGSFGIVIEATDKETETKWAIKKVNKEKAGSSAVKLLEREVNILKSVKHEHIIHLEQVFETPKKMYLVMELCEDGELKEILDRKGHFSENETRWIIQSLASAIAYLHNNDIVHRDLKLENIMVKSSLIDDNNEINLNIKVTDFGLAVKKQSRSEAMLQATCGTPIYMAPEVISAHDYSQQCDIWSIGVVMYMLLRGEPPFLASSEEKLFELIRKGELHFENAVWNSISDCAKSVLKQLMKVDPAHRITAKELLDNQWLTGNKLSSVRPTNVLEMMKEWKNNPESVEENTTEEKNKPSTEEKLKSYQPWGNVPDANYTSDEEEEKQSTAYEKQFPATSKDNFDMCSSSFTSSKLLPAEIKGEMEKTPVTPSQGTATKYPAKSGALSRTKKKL
OX1R FRET antag – antagonists of human orexin 1 receptor (OX1R); actives 1.8% (n = 330,000); inhibition, % at 6.6 µM; OX1R-expressing cells, FRET antagonist read-out; in the data active means inhibition mostly above about 38%, no sharp cut-off; inactive means mostly below about 40%;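 further: 0% = agonist challenge alone and 100% = reference antagonist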
Target sequence (O43613 whole entry, looked up): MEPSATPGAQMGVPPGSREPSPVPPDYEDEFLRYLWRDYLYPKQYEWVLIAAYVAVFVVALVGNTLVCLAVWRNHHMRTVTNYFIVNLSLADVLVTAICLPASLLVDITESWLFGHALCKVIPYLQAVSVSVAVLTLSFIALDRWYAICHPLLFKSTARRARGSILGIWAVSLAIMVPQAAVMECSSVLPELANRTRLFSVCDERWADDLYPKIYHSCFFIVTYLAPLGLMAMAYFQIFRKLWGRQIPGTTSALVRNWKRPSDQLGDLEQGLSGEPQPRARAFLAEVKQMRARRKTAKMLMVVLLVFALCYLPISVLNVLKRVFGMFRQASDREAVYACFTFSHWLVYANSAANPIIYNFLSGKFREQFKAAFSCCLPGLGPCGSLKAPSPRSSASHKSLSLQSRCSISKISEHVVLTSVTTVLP
KCNQ2 inh – KCNQ2 potassium channel inhibitors, primary screen, cell-based, CHO-K1, FluxOR thallium flux, B-score (AID 2156); Potassium voltage-gated channel subfamily KQT member 2 (Rattus norvegicus), O88943; B-score at 10 µM; actives 1.1% (n = 310,000); 20 min; active compounds read low;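 active means fluorescence ratio B-score at most minus 3 library SDs, with starting brightness B-score within 2 library SDs, cut at about -5.5 in these data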
Active calls of the source: *; i = inactive; x = not tested or not shown. An unsorted share of the library; 2.7% or so of the library scored in one or more.

SMILES	STK33 kinase inh	OX1R FRET antag	KCNQ2 inh
Cc1ccc(C(=O)COC(=O)CN2C(=O)C3C4CCC(C4)C3C2=O)cc1[N+](=O)[O-] (stereo not drawn)	-1.2	11.0	i
Cc1ccc(NC(=O)CN2C(=O)C3C4C=CC(C4)C3C2=O)cc1S(=O)(=O)N(C)C (stereo not drawn)	-0.9	9.2	i
CCN(CC)S(=O)(=O)c1ccc(N2CCN(c3cccc(OC)c3)CC2)c([N+](=O)[O-])c1	-3.0	10.9	i
CCCCCCC(=O)N1CCN(c2cc3c(cc2F)c(=O)c(C(=O)O)cn3CC)CC1	0.3	12.6	i
COc1cc(C2Nc3ccccc3C(=O)N2c2ccccc2)c(Br)cc1OCC(=O)O (stereo not drawn)	3.3	20.9	i
CC(C)(C)c1ccc(S(=O)(=O)N2CCC(NC(=O)c3ccco3)CC2)cc1	1.7	9.4	i
Cc1oc2c(c1C(=O)NCCCC(=O)O)CCCC2	-0.1	-1.4	i
O=C(Nc1nnc(C2CC2)o1)c1ccc(S(=O)(=O)N2CCc3ccccc3C2)cc1	0.1	2.3	i
ClCc1nc2ccccc2n1Cc1ccccc1	-0.6	1.7	i
c1ccc2cc3[nH]c(CN4CCCCC4)nc3cc2c1	-0.9	14.1	i
COc1ccc(CCNc2oc(-c3ccccc3OC)nc2C#N)cc1	-1.2	18.2	i
NC(=S)Nc1ncc(CCN2CCOCC2)c(-c2ccc(F)cc2)n1	-0.7	18.8	i
O=C(CCSc1ccccc1)Nc1nc2c(s1)CCCC2	-0.5	17.0	i
O=C(COc1ccc(Cl)cc1)NCCNC(=O)c1ccccn1	-1.3	24.9	i
CCc1nnc(NC(=O)CSc2nc(-c3ccc(OC)cc3)ns2)s1	-0.2	13.8	i
C/C(=N/NC(=O)c1cc2ccccc2cc1O)C1C(=O)c2ccccc2C1=O	-1.4	65.2*	i
O=C(c1ccc(COc2ccccc2Cl)o1)N1CCN(c2ccccc2)CC1	-2.5	10.4	-6.04*
COc1ccc2c(c1O)Cc1ccccc1C2=O	0.5	10.9	i
Cn1c(SC2=CS(=O)(=O)c3ccccc32)nc2ccccc21	-1.1	46.2	i
Cc1ccc(N2C(=O)c3ccccc3C(C)(C)C2=O)cc1	-1.6	15.1	i
CC(C)(C)N1C(=O)c2ccccc2NC(=O)N1Cc1ccccc1	0.1	11.7	i
O=C(CCN1CCOCC1)Nc1c(-c2ccccc2)c2cc(Br)ccc2[nH]c1=O	0.9	5.4	i
Cc1cc(C)c2oc(C(=O)N(Cc3ccccc3)C3CCS(=O)(=O)C3)cc(=O)c2c1 (stereo not drawn)	-1.5	20.3	i
CCOC(=O)c1sc2cccc(F)c2c1N	0.1	20.3	i
COc1ccc(NC(=O)CCNS(=O)(=O)c2ccc3c(c2)c(=O)n(C)c(=O)n3C)cc1OC	x	14.9	i
COc1ccc(-n2nc3c(c2NC(=O)CCl)CSC3)cc1	0.5	1.6	i
COc1cc(-c2nnc(-c3ccc(N4CCOCC4)cc3)o2)cc(OC)c1OC	-1.1	7.8	i
COc1ccc(CCNC(=O)C2Cc3ccccc3C(=O)O2)cc1 (stereo not drawn)	0.4	6.8	i
C=C(C)CN(CC)CCC(=O)Nc1ccc(OC)cc1OC	-0.9	9.9	i
CCN(C1CCCCC1)S(=O)(=O)c1ccc(S(=O)(=O)NCc2ccncc2)cc1	-1.9	33.7	i
C/C(=N\O)c1ccc(Cl)c(Cl)c1	1.1	18.4	i
C#Cc1ccc([C@@H]2C=C(C(=O)NCc3nc4ccccc4[nH]3)O[C@H](OCC)[C@H]2CCCO)cc1	1.3	28.8	i
Cc1c(C(=O)NCc2ccc(S(N)(=O)=O)cc2)oc2ccc(Cl)cc12	-0.8	25.8	i
COc1ccc(C2C(C(=O)Nc3cc(C)on3)c3ccccc3C(=O)N2C)cc1 (stereo not drawn)	-0.1	22.1	i
CCOC(=O)c1ncccc1NC(=O)CC(=O)Nc1cccnc1C(=O)OCC	-1.8	3.1	i
O=C(Nc1nccs1)C1CCCN(S(=O)(=O)c2cccc3cccnc23)C1 (stereo not drawn)	1.4	43.0*	i
CC(NC(=O)CCl)c1ccccc1Br (stereo not drawn)	-1.8	10.8	i
CCOC(=O)[C@H]1[C@H]2COc3ccc(OC)cc3[C@@H]2N2C(=O)c3ccc(Cl)cc3NC(=O)[C@@]12C	-2.0	35.7	x
COc1ccc(-n2nc(C(=O)NCC(=O)NCc3ccc(F)cc3)c3ccccc3c2=O)cc1	0.6	18.6	i
CCOC(=O)c1cccc(NC(=O)/C=C/c2ccc3c(c2)OCO3)c1	-0.6	21.8	i
CC(C)OC(=O)CCC(=O)Nc1ccc(F)cc1	-0.8	3.0	i
CN1CCCN(c2ccc([N+](=O)[O-])cc2)CC1	1.0	23.0	i
CC1(OC(=O)CCc2ccccc2)C(=O)C=C2C=C(c3ccsc3)OC=C2C1=O (stereo not drawn)	0.1	25.8	i
O=C(c1ccc(F)cc1F)N1CCN(c2n[nH]c(=O)[nH]c2=O)CC1	1.5	10.3	i
CN(C)C(CNC(=O)c1cccc(S(=O)(=O)Nc2ccc(Br)cc2)c1)c1ccco1 (stereo not drawn)	x	15.6	i
CCOc1ccccc1N(CC(=O)NCCSCc1ccco1)S(=O)(=O)c1ccccc1	-1.6	84.3*	i
O=C(N/N=C/c1cc(Cl)ccc1O)c1ccncc1	1.5	25.6	i
COc1cc(NC(=O)c2ccccc2NS(=O)(=O)c2ccc(Cl)s2)cc(OC)c1	-0.3	72.7*	i
Cc1cc(NC(=O)CCC(=O)N(CC2CCCO2)C(C(=O)NC2CCCC2)c2cccnc2)no1 (stereo not drawn)	-0.3	7.5	i
COc1ccccc1CN1C[C@@H]2C[C@@H](c3[nH]c4c(C)cccc4c3C)N3CCC[C@@]23C1=O	-2.2	-14.1	i
C/C(=N\NC(=O)c1ccc(Br)cc1)c1cccc(NC(=O)c2cccnc2)c1	0.8	9.0	i
O=C1CCC([N+](=O)[O-])C(c2ccccc2Cl)N1 (stereo not drawn)	-1.0	-8.2	i
O=C(COC(=O)Cc1cccs1)Nc1ccccc1	-0.5	6.2	i
COC(=O)c1c(NC(=O)c2c(-c3ccccc3Cl)noc2C)sc2c1CCC2	-0.9	18.3	i
CC(=O)N(CCC(Cc1ccccc1)c1ccc2c(c1)OCO2)Cc1ccc(Cl)cc1 (stereo not drawn)	-2.4	16.1	-10.5*
COc1ccc2nnc(-c3ccccc3)n2n1	2.8	9.6	i
CC12COC3(C(=O)NCCc4ccccc4)CC1CCC32C (stereo not drawn)	-1.1	3.1	i
Cc1ccc(NC(=S)N2CCN(C(=O)C3CCCO3)CC2)c(C)c1 (stereo not drawn)	-0.9	4.5	i
CC(=O)N/C(=N\OCc1ccc(Br)cc1)c1nonc1NC(C)=O	0.0	20.0	i
O=C(COC(=O)Cn1cnc2ccccc2c1=O)Nc1ccc2c(c1)OCO2	-1.5	13.1	i

Continued:
SMILES	STK33 kinase inh	OX1R FRET antag	KCNQ2 inh
CCC1(c2ccc(F)cc2)NC(=O)N(CC(=O)N2CCOCC2)C1=O (stereo not drawn)	-1.0	12.9	i
COc1ccc(NC(=O)CCNC(=O)Cn2cnc3sc4c(c3c2=O)CCCC4)cc1OC	-0.9	12.9	i
Cc1cc(NC(=O)c2ccccc2Cl)no1	-1.8	4.2	i
Cc1ccc(C)c(NC(=O)CN(C)C(=O)c2cc3c(s2)CCCCC3)c1	-0.1	17.1	i
CCN(CC)c1ccc(C=C2C(=O)OC(c3ccccc3)OC2=O)cc1 (stereo not drawn)	1.4	6.9	i
O=C(NNc1cccc(Cl)c1)c1cccnc1Oc1ccccc1	-1.4	17.6	i
CC(C)(C)C1CCc2c(sc(NC(=O)c3cccs3)c2C(N)=O)C1 (stereo not drawn)	1.5	6.3	i
O=C(CN1CCN(S(=O)(=O)c2ccc(Cl)c(Cl)c2)CC1)N1CCCCC1	5.2	5.0	x
COc1cc(/C=C/C(=O)OCC(=O)NCCN2C(=O)CSC2=O)ccc1OCC#N	-1.1	0.9	x
CCOC(=O)/C(C#N)=C/c1ccc(N2CCN(C)CC2)cc1	12.0	25.0	i
Cc1cc2ncn(CCOc3ccccc3)c2cc1C	1.6	40.2	i
Cc1cc(C(=O)N2CCc3c([nH]c4ccccc34)C2c2cccc(Cl)c2)nn1C (stereo not drawn)	0.1	19.1	i
O=C(O)COc1ccccc1/C=N/n1c(C2CCCCC2)n[nH]c1=S	-1.9	x	i
O=c1n(Cc2ccc(F)cc2)nc2n1-c1ccccc1SC2	-2.1	6.7	i
CCOC(=O)c1c(NC(=O)c2cccs2)sc(CC)c1-c1cccs1	-3.0	6.1	i
Cc1cccc(C(=O)N2CCCC(N3CCN(Cc4ccc5c(c4)OCO5)CC3)C2)n1 (stereo not drawn)	4.2	10.8	i
CN(CCCn1c(=S)[nH]c2ncccc2c1=O)Cc1ccccc1	3.0	5.3	i
Cc1nc(=S)c2ccccc2[nH]1	0.4	27.4	i
CS(=O)(=O)N1CCN(C(=O)c2ccccc2)C1	-0.9	4.7	i
CC(C)NS(=O)(=O)c1ccc(NC(=O)Cc2ccsc2)cc1	0.2	2.4	i
Cc1ccc(N=Cc2c(C)[nH]n(-c3ccccc3)c2=O)nc1	-1.3	9.0	i
N=C(N)N1CCc2ccccc2C1	-0.6	25.4	i
CC1CCc2sc(NC(=O)c3ccc(N4C(=O)CCC4=O)cc3)c(C(N)=O)c2C1 (stereo not drawn)	1.2	29.4	i
Cc1ccc(C(O)CCc2ccc(N)cc2)cc1 (stereo not drawn)	-1.1	5.1	i
COCCNc1nnc(SCC(=O)c2c[nH]c3ccccc23)s1	-0.8	18.0	i
COc1ccc(-c2cc(C(=O)N3CCN(c4ccc(F)cc4)CC3)no2)cc1OC	-3.4	12.5	i
CCc1cccc(N(C(=O)c2csnn2)C(C(=O)NC2CCCCC2)c2cccnc2)c1 (stereo not drawn)	-0.8	36.6	i
CC(=O)Nc1ccc(OC(=O)c2c(-c3ccccc3Cl)noc2C)cc1	0.3	4.3	i
CN(C)c1ccc(C=C2C(=O)OC(C)(C)OC2=O)cc1	1.2	16.2	i
CCCc1nc2ccccc2c2nc(N)nn12	-1.3	12.5	i
COc1cc(Nc2cc(C)nc3nc(C)nn23)cc(OC)c1OC	0.2	3.0	i
CC(C(=O)O)n1c(C(F)(F)F)nc2ccccc21 (stereo not drawn)	-1.7	6.7	i
COc1ccc(-c2cnc3ncnn3c2N)cc1	-1.1	6.0	i
CCOC(=O)c1cccc(NC(=O)c2c(NCc3ccccc3)[nH]c(=O)[nH]c2=O)c1	-1.1	0.8	i
CCOc1ccc(NC(=O)CCC(=O)NNC(=O)c2ccc(Br)o2)cc1	-0.6	14.9	i
Cc1ccc(S(=O)(=O)N2CCN(C(=O)c3c(C)nn(-c4ccccc4)c3Cl)CC2)cc1	x	7.5	i
Cc1ccc(C(=O)NCCc2ccccn2)cc1S(=O)(=O)N1CCOCC1	-1.8	10.7	i
O=C(Nc1ccccc1N1CCCC1)C1CCN(C(=O)c2ccc(Cl)cc2)CC1	-1.0	-2.1	i
C=CCn1c(Cc2ccc(OCC)cc2)nnc1SCC(N)=O	-0.7	8.7	i
Cc1cccc(OCc2nnc(SCC(=O)NC3CCCCC3)n2C)c1	-0.8	25.6	i
Cc1nn(-c2ccccc2)c(C)c1NC(=O)COC(=O)CCCOc1ccccc1	-0.3	14.0	i
O=C(NCCCN=C1NS(=O)(=O)c2ccccc21)c1ccc(S(=O)(=O)N2CCOCC2)cc1	0.5	18.4	i
CC(C)c1nc2ccc(C(=O)O)cc2[nH]1	-1.8	6.6	i
CC(C)NC(=O)C1CCN(C(=O)c2ccc(-c3ccccc3)cc2)CC1	-2.7	17.9	i
Cc1cc(C)c(NC(=O)CCN2C(=O)c3ccccc3S2(=O)=O)c(C)c1	-0.5	2.6	i
Cc1ccc(NS(=O)(=O)c2csc(C(N)=O)c2)c(C)c1	0.1	11.2	i
COc1ccc(/C=N/NC(=O)CN(c2ccc(OC)cc2)S(=O)(=O)c2ccccc2)cc1	0.0	16.2	i

Exported in CSV form: part of the list above.
mol,STK33 kinase inh,OX1R FRET antag,KCNQ2 inh
Cc1nn(-c2ccccc2)c(C)c1NC(=O)COC(=O)CCCOc1ccccc1,-0.3,14.0,i
O=C(NCCCN=C1NS(=O)(=O)c2ccccc21)c1ccc(S(=O)(=O)N2CCOCC2)cc1,0.5,18.4,i

Entries above that have an NH in an aromatic ring:
SMILES	STK33 kinase inh	OX1R FRET antag	KCNQ2 inh
c1ccc2cc3[nH]c(CN4CCCCC4)nc3cc2c1	-0.9	14.1	i
O=C(CCN1CCOCC1)Nc1c(-c2ccccc2)c2cc(Br)ccc2[nH]c1=O	0.9	5.4	i
C#Cc1ccc([C@@H]2C=C(C(=O)NCc3nc4ccccc4[nH]3)O[C@H](OCC)[C@H]2CCCO)cc1	1.3	28.8	i
O=C(c1ccc(F)cc1F)N1CCN(c2n[nH]c(=O)[nH]c2=O)CC1	1.5	10.3	i
COc1ccccc1CN1C[C@@H]2C[C@@H](c3[nH]c4c(C)cccc4c3C)N3CCC[C@@]23C1=O	-2.2	-14.1	i
Cc1cc(C(=O)N2CCc3c([nH]c4ccccc34)C2c2cccc(Cl)c2)nn1C (stereo not drawn)	0.1	19.1	i
O=C(O)COc1ccccc1/C=N/n1c(C2CCCCC2)n[nH]c1=S	-1.9	x	i
CN(CCCn1c(=S)[nH]c2ncccc2c1=O)Cc1ccccc1	3.0	5.3	i
Cc1nc(=S)c2ccccc2[nH]1	0.4	27.4	i
Cc1ccc(N=Cc2c(C)[nH]n(-c3ccccc3)c2=O)nc1	-1.3	9.0	i
COCCNc1nnc(SCC(=O)c2c[nH]c3ccccc23)s1	-0.8	18.0	i
CCOC(=O)c1cccc(NC(=O)c2c(NCc3ccccc3)[nH]c(=O)[nH]c2=O)c1	-1.1	0.8	i
CC(C)c1nc2ccc(C(=O)O)cc2[nH]1	-1.8	6.6	i
